Polio RdRp inh: poliovirus RdRp elongation inhibitors, primary screen, biochemical, fluorescence polarization, total intensity | Genome polyprotein (Poliovirus type 1 (strain Mahoney)), P03300 | poliovirus polymerase elongation; stronger effect = lower value | % elongation, % (compound at 16.7 µg/mL) | 0.66% of 150,000 active; in the data active = % elongation below about 90%; also: some results filed as inactive read as strong as hits
Target sequence (P03300 1749-2209 limits assumed): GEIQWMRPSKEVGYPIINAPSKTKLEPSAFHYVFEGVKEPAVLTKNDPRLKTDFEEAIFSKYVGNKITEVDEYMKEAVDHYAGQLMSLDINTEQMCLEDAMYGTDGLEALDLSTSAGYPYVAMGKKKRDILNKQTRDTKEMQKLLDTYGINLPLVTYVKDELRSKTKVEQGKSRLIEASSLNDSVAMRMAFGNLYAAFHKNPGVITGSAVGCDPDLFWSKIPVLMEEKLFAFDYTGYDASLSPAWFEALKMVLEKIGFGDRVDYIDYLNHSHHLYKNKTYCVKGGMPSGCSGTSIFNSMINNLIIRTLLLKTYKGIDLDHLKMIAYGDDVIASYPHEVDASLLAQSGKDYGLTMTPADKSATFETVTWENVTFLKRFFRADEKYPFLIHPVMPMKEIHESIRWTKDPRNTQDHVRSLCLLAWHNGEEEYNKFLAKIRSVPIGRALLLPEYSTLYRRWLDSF
Polio RdRp inh FP z-score: also measured in Polio RdRp inh; calls as there; z-score; measured here: FP z-score; hits read low
An asterisk follows results filed as active. This is a subset, so the mix of outcomes need not match the whole.

SMILES	Polio RdRp inh	Polio RdRp inh FP z-score
Cc1ccccc1NC(=O)c1ccc2nc(N3CCC(C)CC3)sc2c1	102.0	-0.5
COc1ccc(CCNC(=O)c2c(C)nn(-c3ccc(F)cc3)c2-n2cccc2)cc1OC	106.0	-0.4
O=C(O)/C=C/c1ccc2c(c1)OCO2	102.0	0.4
CCOC(=O)COc1c(/C=C2\SC(=S)N(Cc3ccco3)C2=O)cccc1OC	102.0	0.4
CC(C)c1nc2ccc(C(=O)NCCCN3CCN(c4ccccc4)CC3)cc2o1	114.0	1.5
CCCCc1c(C(=O)O)cccc1C(=O)O	102.0	0
CC(C)(C)S(=O)(=O)c1cnc(-c2ccc(Cl)cc2)nc1N	101.0	-0.2
CN(C)CCn1c2c(c(SCC(=O)Nc3ccccc3)nc1=O)CCCC2	104.0	0.5
COc1cccc(-c2cc(=O)c3ccc(O)cc3o2)c1	108.0	0.7
c1ccc(Cn2cc(CN3CCN(c4ccccc4)CC3)c3ccccc32)cc1	102.0	0.2
CCCc1cc(=O)n2[nH]c(NCc3ccccc3OC)nc2n1	116.0	0.1
CCC(C)NC(=O)CSc1ncc(C#N)c(N)n1 (configuration not stated)	104.0	0.7
Cc1ccc(NC(=O)C2OCCc3ccccc32)cc1 (configuration not stated)	102.0	0.1
O=C(O)CCCC(=O)Nc1ccccc1-n1ccnc1	106.0	0.3
CCCn1c(=O)n(Cc2ccc(C#N)cc2)c2ccccc21	106.0	0.3
Cc1c(N(C)S(C)(=O)=O)c(=O)n(-c2ccccc2)n1C	102.0	0
CN1C=CC=C/C1=C1\SC(=S)N(C2CCCCC2)C1=O	102.0	0.3
O=C(O)CCn1c2ccccc2c2ccccc21	105.0	0.3
O=C(/C=C(\O)c1ccccc1)C(=O)Nc1cccc(F)c1	105.0	0.6
CCNC(=S)NN=C1CCC(C(C)(C)C)CC1 (configuration not stated)	109.0	0.8
COc1cccc(CNC(=O)CSc2ncc(S(=O)(=O)c3ccc(Br)cc3)c(=O)[nH]2)c1	107.0	0.3
C[C@@H]1CCC2[C@](C)(CO)[C@@H](O)CC[C@]2(C)[C@@]12CCC(CO)(CCO)O2 (some centres not stated)	100.0	0.1
CCN(Cc1ccncc1)C(=O)c1csc2ccccc12	102.0	0.1
CCOC(=O)c1c(C)[nH]c(C)c1S(=O)(=O)NCc1ccccc1C	99.0	-1.3
Cc1ccccc1NC(=O)Cn1c(=O)n(CC2CCC(C(=O)NCCc3ccccc3)CC2)c(=O)c2ccccc21 (configuration not stated)	110.0	0.4
O=C(Cn1ccc2cc(S(=O)(=O)N3CCCCCC3)ccc21)NCCc1ccc(Cl)cc1	99.0	-1.9
N#CCn1c(COC(=O)CN2C(=O)C3CC=CCC3C2=O)nc2ccccc2c1=O (configuration not stated)	101.0	-0.3
CN1CC(=O)Nc2cc(C(=O)O)ccc21	113.0	1
Oc1ccccc1OCc1nc2ccccc2s1	102.0	0
Cc1cccc(NC(=O)CCC2=NS(=O)(=O)c3cc(Br)cnc3N2)c1	105.0	0.6
O=C(Cn1cc(C(F)(F)F)ccc1=O)Nc1ccc(S(=O)(=O)N2CCCC2)cc1	106.0	0.3
Cc1cc(C)nc(N/C=C(\C#N)S(=O)(=O)c2ccccn2)n1	100.0	-0.6
CC(=O)Nc1nnc(SCc2cc(=O)c3cccc(C)c3[nH]2)s1	110.0	0.8
O=C(COC(=O)C1CC(=O)N(Cc2ccco2)C1)NC1CCCc2ccccc21 (configuration not stated)	105.0	0.3
CC(C)(C)C1CCc2nc(NC(=O)Cc3ccccc3)sc2C1 (configuration not stated)	107.0	-0.1
CCOc1ccc2oc(-c3ccccc3)c(C(=O)O)c2c1	101.0	-0.1
COc1ccc(N2C(=O)C3N=NN(CC(=O)NCc4ccccc4)C3C2=O)cc1OC (configuration not stated)	98.0	-0.7
CCn1c(=O)cc(OCC(=O)N2CCN(c3cccc(C)c3C)CC2)c2ccccc21	99.0	-2
Cc1ccc(Cl)cc1NC(=O)CCCn1c(=O)c2cccn2c2ccccc21	106.0	-0.2
Cc1c(NC(=O)C(C)(C)C)c(=O)n(-c2ccccc2)n1C	108.0	0.7
c1cncc(CNC2CCCc3ccccc32)c1 (configuration not stated)	99.0	-1
Cc1ccc(C(=O)Nc2nc(-c3nnn(-c4cccc(Cl)c4C)c3C)ns2)cc1C	114.0	1.7
O=C(CN1C(=O)S/C(=C\c2ccco2)C1=O)Nc1ccc(O)c(C(=O)O)c1	99.0	-0.5
Cc1nn2c(=O)cc(COc3cccc(NC(=O)c4cccs4)c3)nc2s1	100.0	-0.6
COc1ccc(Nc2nc3ccc(Cl)cc3nc2-n2nc(C)cc2C)cc1	101.0	-0.3
Cc1nc(COC(=O)c2cc(O)c3ccccc3c2O)cs1	98.0	-0.2
CC(C)(C)NC(=O)c1ccncc1	99.0	-0.1
Cc1cc(C)n(C(=O)c2ccc(Cl)cc2)n1	99.0	-0.3
Cc1ccc(S(=O)(=O)c2cc3cc(C(=O)Nc4ccc(C)cc4C)ccc3oc2=O)cc1	102.0	-1.5
COc1cccc(C2/C(=C(/O)c3ccc(Cl)cc3)C(=O)C(=O)N2c2ccc(OCC(=O)O)cc2)c1 (configuration not stated)	106.0	0.4
COc1cc(/C=C2/C(=N)N3C=CSC3=NC2=O)cc(OC)c1OCCOc1ccc(C)c(C)c1	104.0	0.6
Cc1ccc(CN2CCC(CNc3ncnc4onc(-c5ccc(F)cc5)c34)CC2)cc1	114.0	0.8
O=C(CCN1C(=O)c2ccccc2Sc2ncccc21)NCCc1ccc(Cl)cc1	103.0	0.1
CN(Cc1nccn1C)C(=O)c1ccc2c(c1)S(=O)(=O)c1ccccc1C2=O	102.0	-0.1
O=c1c2cnn(-c3ccccc3)c2ncn1Cc1cccnc1	101.0	0.6
COc1ccccc1NC(=O)C1=C(C)Nc2nc(SCc3ccc(Cl)cc3)nn2C1c1ccccc1Cl (configuration not stated)	108.0	0.6
CCOC(=O)c1c(S(=O)(=O)N2CCCC(C(=O)Nc3cc(C)ccc3OC)C2)c(C)n(C)c1C (configuration not stated)	107.0	0.2
COc1ccc(-c2nc3cc(C)ccc3o2)cc1	105.0	1.5
O=C(Nc1ccc2ccccc2c1)C1CC(=O)N(C2CCCCC2)C1 (configuration not stated)	104.0	0.7
CC(NC(=O)/C=C1\Sc2ccccc2NC1=O)c1ccccc1 (configuration not stated)	103.0	0.4

Reformatted in CSV form: entries from further up.
smiles,Polio RdRp inh,Polio RdRp inh FP z-score
COc1cccc(-c2cc(=O)c3ccc(O)cc3o2)c1,108.0,0.7
c1ccc(Cn2cc(CN3CCN(c4ccccc4)CC3)c3ccccc32)cc1,102.0,0.2
CCCc1cc(=O)n2[nH]c(NCc3ccccc3OC)nc2n1,116.0,0.1
CCC(C)NC(=O)CSc1ncc(C#N)c(N)n1 (configuration not stated),104.0,0.7
Cc1ccc(NC(=O)C2OCCc3ccccc32)cc1 (configuration not stated),102.0,0.1

For convenience, 5 of the compounds above.
SMILES	Polio RdRp inh	Polio RdRp inh FP z-score
CN1C=CC=C/C1=C1\SC(=S)N(C2CCCCC2)C1=O	102.0	0.3
O=C(O)CCn1c2ccccc2c2ccccc21	105.0	0.3
O=C(/C=C(\O)c1ccccc1)C(=O)Nc1cccc(F)c1	105.0	0.6
CCNC(=S)NN=C1CCC(C(C)(C)C)CC1 (configuration not stated)	109.0	0.8
COc1cccc(CNC(=O)CSc2ncc(S(=O)(=O)c3ccc(Br)cc3)c(=O)[nH]2)c1	107.0	0.3

The list goes on.
SMILES	Polio RdRp inh	Polio RdRp inh FP z-score
Cc1cccc(NC(=O)N2CCN(C)c3ncccc32)c1C	101.0	-1.1
Cc1ccc(-n2ncc(C(=O)NCc3cccs3)c2C2CCN(C(=O)OC(C)(C)C)CC2)cc1C	109.0	0.6
CCc1ccc(NC(=O)N2CC=C(c3c[nH]c4ccccc34)CC2)cc1	126.0	4.3
C=CCc1ccccc1OCC(O)Cn1c2ccccc2c2ccccc21 (configuration not stated)	104.0	0.6
COc1ccc(-c2cnc3/c(=C4\CCCN4C)c(=O)n(-c4ccccc4)n23)cc1	106.0	0.5
O=C(CSc1nnc2ccc3ccccc3n12)NCC1CCCO1 (configuration not stated)	99.0	-0.3
Cc1ccc(N2C(=O)CC(Nc3ccc(S(=O)(=O)N4CCCC4)cc3)C2=O)c(C)c1 (configuration not stated)	100.0	-0.1
N#CCCS(=O)(=O)c1ccc(N)cc1	106.0	0.3
Cc1c(C(=O)NCc2ccco2)oc2c1C(O)CC(C)(C)C2 (configuration not stated)	99.0	-1
O=C(CCCn1nc(-c2ccccc2)c2cc(Cl)ccc21)NCCc1ccccc1	106.0	1.7
CCOc1ccccc1NC(=O)Cn1ncc2c([nH]c3ccccc32)c1=O	120.0	3
COC(=O)c1c(-c2ccc(Cl)cc2)noc1N1CCN(c2ccccc2F)CC1	105.0	0.2
Cc1cc(Oc2cc(C#N)c3ccccc3n2)ccc1Cl	102.0	-0.2
CCCCn1c(N)c(N(C(=O)c2ccc(N3CCCC3=O)cc2)C2CCCC2)c(=O)[nH]c1=O	104.0	0.1
O=C(O)CCn1nc(-c2ccc(F)cc2)ccc1=O	108.0	1.3
CSc1ncc(Cl)c(C(=O)Nc2cc(C(F)(F)F)ccc2Cl)n1	119.0	0.3
CC(C)C(C)(C#N)NC(=O)CSc1nc(N)cc(=O)[nH]1 (configuration not stated)	96.0	-0.2
NC(=O)c1c2c(nc3ccccc13)CCCC2	101.0	0.1
Cc1nc(N2CCOCC2)[nH]c(=O)c1Cc1c(F)cccc1Cl	106.0	0.7
CC1(C)O[C@@H]2CC3C4CCC5=CC(=O)CCC5(C)C4(F)C(O)CC3(C)[C@]2(C(=O)CCl)O1 (some centres not stated)	100.0	0

Record cards (already shown). Order of values: Polio RdRp inh	Polio RdRp inh FP z-score
O=C(Cn1cc(C(F)(F)F)ccc1=O)Nc1ccc(S(=O)(=O)N2CCCC2)cc1 is listed as 106.0	0.3
Cc1nc(N2CCOCC2)[nH]c(=O)c1Cc1c(F)cccc1Cl is listed as 106.0	0.7

(continued)
SMILES	Polio RdRp inh	Polio RdRp inh FP z-score
Cc1cccc(NC(=O)CC2Nc3ccccc3NC2=O)c1 (configuration not stated)	101.0	-0.1
Cc1ccc(C)c(NS(=O)(=O)c2ccc3oc(=O)c4ncn(C)c4c3c2)c1	101.0	-1.1
CCOC(=O)Cn1c(=O)oc2cc(S(=O)(=O)Nc3cc(OC)cc(OC)c3)ccc21	102.0	-0.1
CCOC(=O)c1cccc(NC(=O)C(C)(C)CC)c1	105.0	0.2
CC[N+](CC)=c1scc(-c2ccccc2)s1	101.0	-0.3
O=C(NC(c1ccccc1)c1ccccc1)N1CCCCC1	104.0	0.9
COc1ccc(S(=O)(=O)C(F)(F)F)cc1NC(C)=O	103.0	0.4
CCNC(=S)N1N=C2c3ccccc3CCC2C1c1ccc(F)cc1 (configuration not stated)	117.0	2.1
CCCOc1cccc(C(=O)Nc2cccc(-c3nc4ncccc4o3)c2C)c1	108.0	0.6
O=C1CCC(=O)N1CC(O)Cn1c2ccccc2c2ccccc21 (configuration not stated)	104.0	1.2
COc1ccc(NC(=O)CC(C)C)cc1OC	97.0	-0.5
COc1cccc(C(=O)Nc2nn3c(-c4ccc(OC)c(OC)c4)nnc3s2)c1	103.0	-0.3
CCOc1ccc(CCNC(=O)CCn2c(=O)c3cccn3c3ccc(F)cc32)cc1	111.0	0.7
O=C(/C=N/O)Nc1ccccc1I	104.0	0.2
CCC(C)NC(=O)c1nn(C)c(=O)c2ccccc12 (configuration not stated)	100.0	-0.7
CCOC(=O)c1cc(-c2ccc(C)cc2)n(CC(=O)NC2CCCC2)c1C	104.0	1.4
CCCCC(CC)C(=O)Nc1ccccc1C#N (configuration not stated)	100.0	-0.5
Cc1ccc(C(=O)c2ccc(N3CCOCC3)c(F)c2)cc1	102.0	0.8
COc1ccc(CCNC(=O)CSc2nc3c(sc4ccccc43)c(=O)n2CCO)cc1OC	101.0	-0.3
N#Cc1ccc(CN2CCNCC2)cc1	96.0	-0.3
S=C1N(c2ccccc2)C(c2ccccc2)N2CCCN12 (configuration not stated)	100.0	-0.2
CNC(=O)Cc1nnc(-c2ccc(C)cc2)o1	102.0	-0.1
Cc1cc(C)c2nc(SCc3nnc(-c4ccccc4)o3)cc(C)c2c1	103.0	0
Cc1sc2ncnc(N3CCc4ccccc43)c2c1C	100.0	-0.5
COc1cccc(CSc2nc3n(n2)C(CC(C)C)C(C(=O)Nc2ccccc2OC)=C(C)N3)c1 (configuration not stated)	106.0	-0.1
Cc1cc(Cl)ccc1OCC(=O)N1CCC(c2nc3ccccc3o2)CC1	106.0	0.3
O=C(Nc1ccc(Cl)cc1)C1CC/C(=C\c2ccccc2)C1=O (configuration not stated)	103.0	0.2
CC(C)C(=O)NCCc1nc2ccccc2n1C	106.0	1.3
CCOc1ccc(-n2nc(CO)c(C(=O)NCC(c3ccccc3)c3ccccc3)n2)cc1	107.0	0
COc1ccc(NC(=O)c2ccc(NC(=O)CSC3=NCCN3)cc2)cc1	98.0	-0.5
COc1ccc(Cl)cc1NC(=O)CSc1ccc2nnc(CCNS(=O)(=O)c3ccccc3)n2n1	114.0	1.1
CCOc1ccc(NC(=O)Cn2cc(C(=O)c3ccccc3)c(=O)c3cc4c(cc32)OCO4)cc1	105.0	0
COc1ccc(-n2c(C)c3c(C)nnc(C)c3c2C)cc1	103.0	0.6
CCOC(=O)c1ccccc1NC(=O)Cn1c(=O)n(Cc2ccc(C(=O)NCc3ccc4c(c3)OCO4)cc2)c(=O)c2ccccc21	110.0	1.4
CN=c1scc(-c2c[nH]c3ccccc23)n1C	103.0	-0.1
CCCCC(=O)C1CCOC(C)(C)C1 (configuration not stated)	104.0	0.6
CCn1c(Cn2nnc3ccccc32)nnc1SCC(=O)c1ccc(Br)cc1	100.0	-0.6
COc1ccc(S(=O)(=O)N(C)CC(=O)N2CCCC2)cc1	103.0	0.5
COc1cccc(C(=O)Nc2ccc3nc(SCC(=O)N4CCOCC4)sc3c2)c1	107.0	0.1
Nc1ccc(OC(F)F)cc1	104.0	0.4
NC1(C(=O)O)CCCCC1	105.0	0.4
CCNc1nnc(-c2ccc(C)cc2)s1	100.0	-0.4
CN1C(=O)C(C#N)=C(c2ccccc2)/C(=C/c2ccc(-c3ccc(F)cc3)o2)C1=O	105.0	0.5

Assay outcomes from PubChem.
